# KCNK9 inh: inhibitors of human KCNK9 two-pore domain potassium channel. HEK293 KCNK9, FluxOR thallium flux fluorescence; hits give low values. Q9NPC2. AID 488922. B-score at 10 µM. 310,000 tested, 1.2% active;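 active = ratio B-score over 3 SD below the library mean, with starting fluorescence within 5 SD of its mean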;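 also: negative B-score means less thallium flux so channel inhibition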
# DYRK1A inh: Dyrk1A (rat) kinase inhibition; inhibition, % at 12.5 µM; 310,000 tested, 0.43% active; AID 504441; Q63470; ADP-Glo luminescence, NFATc1 peptide; in the data active = inhibition above about 50%;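 also: plate controls were vehicle with enzyme for no effect and no enzyme for full effect; many of its hits are not listed in these tables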
# TRPC4 act: TRPC4 (mouse) channel activation; Q9QUQ5; HEK293 TRPC4beta/mu-opioid, Fluo4 calcium fluorescence; hits give high values; B-score at 10 µM; 310,000 tested, 0.49% active; AID 2237;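 active = B-score above 5 SD of library B-scores, and initial fluorescence ratio not above library mean plus 5 SD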;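 also: positive B-score marks a calcium rise read as TRPC4 activation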
# Target sequence (Q9QUQ5 whole entry, looked up): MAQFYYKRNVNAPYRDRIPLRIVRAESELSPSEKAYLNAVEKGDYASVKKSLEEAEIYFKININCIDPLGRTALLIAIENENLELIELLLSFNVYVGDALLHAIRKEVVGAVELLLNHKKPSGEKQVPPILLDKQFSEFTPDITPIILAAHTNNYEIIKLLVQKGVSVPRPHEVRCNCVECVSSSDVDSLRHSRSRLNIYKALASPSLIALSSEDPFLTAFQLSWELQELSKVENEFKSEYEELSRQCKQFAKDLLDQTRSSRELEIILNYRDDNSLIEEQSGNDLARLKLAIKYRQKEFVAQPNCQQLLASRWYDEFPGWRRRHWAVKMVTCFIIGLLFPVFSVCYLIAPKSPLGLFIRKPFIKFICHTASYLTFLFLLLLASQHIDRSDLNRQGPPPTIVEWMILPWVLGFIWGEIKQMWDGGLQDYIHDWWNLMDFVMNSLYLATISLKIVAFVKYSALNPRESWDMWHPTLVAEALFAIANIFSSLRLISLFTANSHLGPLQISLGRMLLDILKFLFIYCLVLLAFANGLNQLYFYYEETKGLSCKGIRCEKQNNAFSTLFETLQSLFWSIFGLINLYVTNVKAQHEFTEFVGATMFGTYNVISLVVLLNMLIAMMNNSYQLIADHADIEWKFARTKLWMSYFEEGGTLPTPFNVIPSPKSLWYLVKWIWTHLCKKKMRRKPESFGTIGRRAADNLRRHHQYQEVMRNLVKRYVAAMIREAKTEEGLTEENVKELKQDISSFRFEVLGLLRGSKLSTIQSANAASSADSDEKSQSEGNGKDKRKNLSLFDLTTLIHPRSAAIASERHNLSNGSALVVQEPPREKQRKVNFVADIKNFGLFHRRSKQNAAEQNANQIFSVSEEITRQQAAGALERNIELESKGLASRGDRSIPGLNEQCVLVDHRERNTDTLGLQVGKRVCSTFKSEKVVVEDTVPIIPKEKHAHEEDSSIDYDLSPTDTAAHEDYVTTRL
#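 Assay system: HEK293 stable line with TRPC4beta plus mu-opioid receptor; schedule: 45 min room-temperature Fluo4 loading, 110 s read; technique: kinetic Fluo4 calcium fluorescence; evaluation: integrated baseline-normalised fluorescence ratio, converted to per-well B score; controls: buffer (low) and maximal DAMGO (high)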
# PolyA inh: inhibitors of polyadenylation in S. cerevisiae | S. cerevisiae SKY197-pL101 polyadenylation reporter, beta-gal luminescence; efflux-impaired pdr1/pdr3 knockout yeast; score 100 = 6 SD above DMSO | calls only at 12 µM | 300,000 tested, 0.02% active;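 active = lowest replicate activity score at least 50, where 100 means six control SD above control mean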;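 also: yeast exposed to compound for 9 h at 30 °C; higher score means more reporter readthrough which indicates perturbed polyadenylation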
# Platelet DG rel: platelet dense granule release activity; inhibition, %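 (compounds screened at 7.5 µM in platelet-rich plasma)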; human platelet-rich plasma, SFLLRN dense granule ATP release, luminescence; 300,000 tested, 0.22% active; AID 1663;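 active = mean replicate score, as percent of positive control, at or above 50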
# TRPC4 potent: allosterically enhances the mouse TRPC4 cation channel. HEK293 TRPC4beta/mu-opioid, DAMGO EC20, Fluo-4 Ca2+ flux; hits give high values. B-score at 10 µM. 310,000 tested, 0.42% active;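 active = B-score of calcium response area above 5 SD of library B-scores, with initial fluorescence ratio within 5 SD of library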;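 also: B-score of integrated fluorescence ratio over time as area under calcium response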
# KCNK3 inh: human KCNK3 channel inhibition, primary screen; O14649; CHO-KCNK3 thallium flux, FluxOR fluorescence; hits give low values; B-score at 10 µM; 340,000 tested, 0.84% active;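 active = B-score under library mean minus 4 SD, starting fluorescence ratio at most library mean plus 5 SD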;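 also: more negative B-score means stronger inhibition of thallium flux through KCNK3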
# KCNQ1 block: blocks the human KCNQ1 potassium channel; P51787; CHO-K1 KCNQ1, FluxOR thallium flux fluorescence; hits give high values; B-score at 10 µM; 310,000 tested, 1.3% active; AID 2642;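 active = compounds whose thallium flux B-score, printed positive for inhibition, exceeds three library SD while starting fluorescence stays within three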;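 also: channel opened by potassium depolarization with thallium stimulus after 20 min compound exposure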
# KCNQ1 act: potentiates or activates the human KCNQ1 potassium channel; P51787; CHO-K1 KCNQ1, thallium flux FluxOR fluorescence; hits give high values; B-score at 10 µM; 310,000 tested, 0.35% active;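 active = fluorescence ratio B-score, a plate-corrected score, at least three library SD, with initial intensity B-score within 5 SD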
#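 System: Stable KCNQ1 CHO-K1 line | Incubation: 90 min dye loading and 20 min compound exposure, both at room temperature | Measure: Ratio B score | Medium: Assay buffer for compound exposure, DMSO matched across wells | Compound dosing: Single-concentration screen | Probe or stimulus: K+/Tl+ depolarizing stimulus | Measured by: Kinetic FluxOR fluorescence, 10 s baseline plus 110 s post-stimulus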
# TRPC4 inh: TRPC4 (mouse) channel inhibition. 300,000 tested, 0.39% active. Q9QUQ5. B-score at 10 µM. HEK293 TRPC4beta/mu-opioid, DAMGO-evoked Fluo4 calcium flux; hits give low values;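 active = B-score over 3 SD under the library average, no early fluorescence shift, positive overall ratio signal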
#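 Assay system: TRPC4beta/mu-opioid receptor HEK293 cell line; compound dosing: single concentration per test compound; detection: Fluo4 Ca2+ flux fluorescence; evaluation: per-well B score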
# hERG rescue: compounds protecting human hERG from proarrhythmic drug block; Q12809; CHO-hERG, FluxOR thallium flux, dofetilide IC70 present; activation (rescue from dofetilide block), less the hit threshold, % at 10 µM; 310,000 tested, 0.51% active; AID 1511;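 active = activation above the mean of controls blocked by dofetilide plus 5 SD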;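 also: thallium influx through hERG after potassium depolarization seen as dye fluorescence rise; in these data hits start at about 4.7%; inactives centre near -7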
# The depositor's hits bear a star; i = inactive; . = not tested or not shown. The list is partial (hit frequency here may not be typical).
SMILES,KCNK9 inh,DYRK1A inh,TRPC4 act,PolyA inh,Platelet DG rel,TRPC4 potent,KCNK3 inh,KCNQ1 block,KCNQ1 act,TRPC4 inh,hERG rescue
Cc1ccc(C(=O)Nc2cccc([N+](=O)[O-])c2)cc1S(=O)(=O)Nc1ccc(NC(=O)c2ccccc2)cc1,i,1,i,i,24,i,i,i,i,i,-8
Cn1cc(C(=O)c2cccc(Cl)c2)cc1/C=N\O,i,12,i,i,1,i,i,i,i,i,-5
Cc1ccc(NC(=O)Cn2cc(C(=O)C3CC3)c3ccccc32)cc1,i,0,i,i,7,i,i,i,i,i,-8
O=C(Nc1ccc(F)cc1)N1CCc2ccccc2C1,i,4,i,i,-5,i,i,i,i,i,-7
CCN(CCCNC(=O)c1[nH]c(C)c(C(C)=O)c1C)c1cccc(C)c1,i,-8,i,i,2,i,i,i,i,i,-7
Fc1ccccc1NC(=S)Nc1ccc(Br)cc1,i,8,i,i,6,i,i,i,i,i,-15
CC(=O)Nc1ccc(NC(=O)c2sc3nc4n(c(=O)c3c2C)CCCCC4)cc1,i,-8,i,i,-5,i,i,i,i,i,-7
CC(C)(C)OC(=O)NCCCC[C@H](NC(=O)c1[nH]cnc1C(=O)Nc1ccccc1)C(=O)OC(C)(C)C,i,13,i,i,8,i,i,i,i,i,-15
CSCC(=O)N1CCCC(CNC(=O)c2ccccc2Cl)C1 (stereo unspecified),i,0,i,i,-8,i,i,i,i,i,-8
Cc1ccc(S(=O)(=O)NCCNC(=O)N2CCOCC2)cc1,i,-5,i,i,8,i,i,i,i,i,-3
O=C(OCc1ccc(Br)cc1)c1cccc(-c2nnc(-c3ccccc3)o2)c1,i,3,i,i,0,i,i,i,i,i,-9
Cc1cc(C)nc(SCc2cn3c(C)cc(C)nc3n2)n1,i,-1,i,i,4,i,i,i,i,i,-9
Cc1ccc(CNn2cn[nH]c2=S)cc1,i,9,i,i,-4,i,i,i,i,i,-4
Cc1ccc(C(=O)COc2ccc3c(C)cc(=O)oc3c2)cc1,i,-3,i,i,0,i,i,i,i,i,-7
O=C(Nc1nc2ccsc2c(=O)s1)C1CCC1,i,13,i,i,-22,i,i,i,i,i,-5
Cc1cccc(NC(=O)C(=O)NCC2CCCO2)c1 (stereo unspecified),i,5,i,i,2,i,i,i,i,i,-1
c1cc(-n2nnc3cnccc32)ccn1,i,16,i,i,15,i,i,i,i,i,-7
CCn1c(CNC(=O)c2ccc(F)cc2)cc2ccccc21,i,1,i,i,-2,i,i,i,i,i,-5
O=C(O)c1cccc(S(=O)(=O)N2CCOCC2)c1,i,1,i,i,-14,i,i,i,i,i,-12
O=C(CSc1ccc(Cl)cc1)Nc1cccc(NC(=O)c2ccco2)c1,i,2,i,i,-1,i,i,i,i,i,-10
COCc1nnc(NC(=O)c2cc(OC)c(OC)cc2[N+](=O)[O-])s1,i,-4,i,i,1,i,i,i,i,i,1
CCOC(=O)c1ccc(NC(=S)NCc2ccc(F)cc2)cc1,i,-4,i,i,-11,i,i,i,i,i,-12
NC(=O)Nc1ccc(C(=O)OCC(=O)Nc2ccc([N+](=O)[O-])cc2C(F)(F)F)cc1,i,-3,i,i,-5,i,i,i,i,i,-8
CCCc1nnc(SCC(=O)O)n1CC,i,-3,i,i,0,i,i,i,i,i,-8
CCCCN1C(=O)/C(=C/C=C2\SCCN2C)SC1=S,i,7,i,i,8,i,i,i,i,i,-16

# Next part
SMILES,KCNK9 inh,DYRK1A inh,TRPC4 act,PolyA inh,Platelet DG rel,TRPC4 potent,KCNK3 inh,KCNQ1 block,KCNQ1 act,TRPC4 inh,hERG rescue
CN(Cc1ccccc1)c1c([N+](=O)[O-])c(=O)n(C)c2ccccc12,i,.,i,i,3,i,i,i,i,i,-1
Cc1ccc(C2(C)NC(=O)N(CC(=O)N3CCN(S(=O)(=O)c4cccc(F)c4)CC3)C2=O)cc1 (stereo unspecified),i,-3,i,i,6,i,i,i,i,i,-7
C=CCNCc1cccn1-c1sc2c(c1C#N)CCCC2,i,2,i,i,1,i,i,i,i,i,-8
COc1ccccc1OCCn1c(SCC(N)=O)nc2ccccc21,i,-4,i,i,-7,i,i,i,i,i,-16
Cc1ccc(C(=O)c2ccccc2C(=O)OCC(=O)NCCc2ccc(Cl)cc2Cl)cc1,i,-1,i,i,3,i,i,i,i,i,-3
CCCNC(=O)NC(=O)CSc1nc2ccccc2c(=O)n1Cc1ccncc1,i,1,i,i,5,i,i,i,i,i,-8
CCOC(=O)c1cnc2nc[nH]n2c1=O,i,3,i,i,-11,i,i,i,i,i,-4
COc1ccc(-c2nc(C)ncc2-c2ccccc2)c(O)c1,i,7,i,i,1,i,i,i,i,i,-7
CC(C)c1ccc(NC(=S)NCc2cccs2)cc1,i,-9,i,i,-4,i,i,i,i,i,-10
COC(=O)Cn1ncc(N(C)Cc2ccccc2)c(Cl)c1=O,i,9,i,i,-14,i,i,i,i,i,-9
COCCCn1c(C)csc1=Nc1cccnc1,i,-2,i,i,-9,i,i,i,i,i,-4
CC(C)(C)c1csc(NC(=O)CS(=O)(=O)c2ccccc2)n1,i,-2,i,i,-5,i,i,i,i,i,-3
CCOc1ccccc1NC(=S)NCCCn1ccnc1,i,18,i,i,-42,i,i,i,i,i,-3
Nc1nc(Nc2ccccc2F)nc(N2CCOCC2)c1[N+](=O)[O-],i,.,i,i,-4,i,i,i,i,i,-10
O=C(NC1CCCC1)C(c1ccncc1)N(C(=O)c1csnn1)c1ccc(F)cc1 (stereo unspecified),i,3,i,i,2,i,i,i,i,i,-4
Cc1ccc(C)c(OCCC(=O)NCCc2ccc(F)cc2)c1,i,.,i,i,3,i,i,i,i,i,-10
O=C(Nn1cnnc1)c1ccc([N+](=O)[O-])cc1,i,-5,i,i,-1,i,i,i,i,i,-7
CC(C)(C)c1ccc(OCC(=O)O/N=C(\N)c2ccncc2)cc1,i,2,i,i,-1,i,i,i,i,i,-3
O=C(CN1CCN(C(c2ccccc2)c2ccccc2)CC1)NCc1ccccc1,i,-5,i,i,-2,i,i,i,i,i,-6
O=S(=O)(NCC1CCCN(Cc2ccccc2)C1)c1cccc2cccnc12 (stereo unspecified),i,-1,i,i,9,i,i,i,i,i,-5
O=C(CSc1nnc(-c2ccco2)o1)N1CCOCC1,i,-2,i,i,-6,i,i,i,i,i,-2
O=C1CCCc2c1[nH]c1ccc(Cl)cc21,i,14,i,i,11,i,i,i,i,i,-15
Cc1cc(N2C(=O)C(=O)/C(=C(/O)c3ccccc3)C2c2cccs2)no1 (stereo unspecified),i,1,i,i,.,i,i,i,i,i,-4
Cc1cccc(OCCCN2CCOCC2)c1,i,-6,i,i,-4,i,i,i,i,i,-5
Cc1ccc2c(c1)-c1c(cnn1CC(=O)N1CCCN(Cc3ccccc3F)C1)CO2,i,7,i,i,-4,i,i,i,i,i,-40

# Whole records from above. Order of values: KCNK9 inh	DYRK1A inh	TRPC4 act	PolyA inh	Platelet DG rel	TRPC4 potent	KCNK3 inh	KCNQ1 block	KCNQ1 act	TRPC4 inh	hERG rescue
# Cc1cccc(NC(=O)C(=O)NCC2CCCO2)c1 (stereo unspecified) reads i	5	i	i	2	i	i	i	i	i	-1
# CCCc1nnc(SCC(=O)O)n1CC reads i	-3	i	i	0	i	i	i	i	i	-8
# CCOC(=O)c1ccc(NC(=S)NCc2ccc(F)cc2)cc1 reads i	-4	i	i	-11	i	i	i	i	i	-12

# Part of the list above, with values under each structure.
# The line under a structure holds: KCNK9 inh | DYRK1A inh | TRPC4 act | PolyA inh | Platelet DG rel | TRPC4 potent | KCNK3 inh | KCNQ1 block | KCNQ1 act | TRPC4 inh | hERG rescue
- O=C(CSc1nnc(-c2ccco2)o1)N1CCOCC1
→ i | -2 | i | i | -6 | i | i | i | i | i | -2
- O=C1CCCc2c1[nH]c1ccc(Cl)cc21
→ i | 14 | i | i | 11 | i | i | i | i | i | -15
- Cc1cc(N2C(=O)C(=O)/C(=C(/O)c3ccccc3)C2c2cccs2)no1 (stereo unspecified)
→ i | 1 | i | i | . | i | i | i | i | i | -4
- Cc1cccc(OCCCN2CCOCC2)c1
→ i | -6 | i | i | -4 | i | i | i | i | i | -5
- Cc1ccc2c(c1)-c1c(cnn1CC(=O)N1CCCN(Cc3ccccc3F)C1)CO2
→ i | 7 | i | i | -4 | i | i | i | i | i | -40

# Other results
SMILES,KCNK9 inh,DYRK1A inh,TRPC4 act,PolyA inh,Platelet DG rel,TRPC4 potent,KCNK3 inh,KCNQ1 block,KCNQ1 act,TRPC4 inh,hERG rescue
COc1ccc(Br)cc1S(=O)(=O)NCCCN1CCOCC1,i,-9,i,i,-4,i,i,i,i,i,-11
CC1(C)CC(=O)N(CC(=O)NC2CCCC2)c2ccccc2S1(=O)=O,i,19,i,i,0,i,i,i,i,i,-12
Cc1ccc(CN=c2c([N+](=O)[O-])nn(-c3ccc4c(c3)OCCO4)n2O)cc1,i,-7,i,i,1,i,i,i,i,i,-3
CCOc1ccc(C(=S)NC2CCCCC2)cc1OC,i,6,i,i,0,i,i,i,i,i,-9
O=C(NN1CCOCC1)c1cc(-c2cccc(Cl)c2)nc2ccccc12,i,-2,i,i,0,i,i,i,i,i,-17
C/C(=N/NC(=O)CN1CCN(Cc2ccccc2Cl)CC1)c1cccnc1,i,11,i,i,-17,i,i,i,i,i,-5
C/C(=N\NC(=O)c1ccc(CSc2nncn2C)cc1)c1ccc(Cl)cc1,i,0,i,i,-8,i,i,i,i,i,-3
Cc1ccc(/C=N/c2sc3c(c2C(N)=O)CCCC3)o1,i,5,i,i,9,i,i,i,i,i,-16
COc1ccc(CCN(C)CC(=O)Nc2cc(C)nc3ccccc23)cc1OC,i,.,i,i,-33,i,i,i,i,i,-1
CC(C)c1ccc(S(=O)(=O)c2cc3cc(Br)ccc3oc2=O)cc1,i,-3,i,i,1,i,i,i,i,i,-2
COC(=O)c1cccc(NC(=O)NC23CC4CC(CC(C4)C2)C3)c1,i,3,i,i,-1,i,i,i,i,i,-5
C=CCN1C(=O)CN=C1Nc1ccc(OC)cc1OC,i,20,i,i,0,i,i,i,i,i,1
CCCNC(=O)c1c(O)c2c([nH]c1=O)CCCC2,i,-1,i,i,-11,i,i,i,i,i,-6
Cn1cc(/C=N/NC(=O)COc2ccccc2[N+](=O)[O-])c2ccccc21,i,-49,i,i,-6,i,i,i,i,i,-6
Cc1nc2c(=O)oc3ccccc3c2n1-c1ccccc1,i,18,i,i,-2,i,i,i,i,i,-7
CCCCC1(C)Nc2ccccc2-c2nc3ccccc3n21 (stereo unspecified),i,10,i,i,-3,i,i,i,i,i,-12

# Screening data as filed in PubChem BioAssay.
